Bioassay records as filed in PubChem BioAssay.
DNA Pol III inh – DNA polymerase III holoenzyme inhibition; reconstituted DNA polymerase III holoenzyme replication, biochemical; Potency, µM (series often up to 57.1 µM), inactives show at the highest dose activity change, negative = inhibition; actives 0.25% (n = 71,000); AID 603; note: potency is the fitted concentration of half-maximal effect; % is set by controls: 0 for no effect and ±100 for the full control effect
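Reconstituted *E. coli* holoenzyme (0.35 nM Pol III, 1 nM beta, 154 nM SSB, 2 nM primase) was preincubated with compound for 15 min at RT. Synthesis on 1.4 nM ssM13Gori ran 35 min, then was stopped with PicoGreen/EDTA and read as dsDNA fluorescence.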
GFP derepression – epigenetic modulators derepressing GFP locus in mouse cells. mouse C127i GFP locus derepression, cytometry, 30 h. Potency, µM (titrated, usually from 46.1 µM), for inactives: at the highest dose GFP derepression (activation). actives 0.09% (n = 68,000). AID 597; note: % of control where 0% means no effect
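Locus derepression in mouse mammary C127i cells whose integrated CMV-GFP reporter is normally silent; GFP expression after 30 h compound treatment was quantified by counting fluorescent cells.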
Fluorescein autfl – compound fluoresces in the fluorescein spectral region; Compound autofluorescence, 480/540 nm, fluorescein-equivalent; active compounds read high; max fluorescein-equivalent concentration, M; actives 0.91% (n = 59,000); in the data active = max fluorescein-equivalent concentration above about 10 nM; inconclusive = between about 1.1 nM and that limit
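Autofluorescence profiling; 100 mM Tris, pH 8.0; incubation 15 min at RT; ex/em 480/540 nm; result as fluorescein-equivalent concentration.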
UbGFP stabilizer – proteasome inhibitors stabilizing ubiquitin-GFP reporter; Ubiquitin-GFP reporter cells, proteasome inhibition, GFP fluorescence; response scale: untreated = 0%, 10 µM MG-132 = 100%; Potency, µM (doses to about 45.9 µM), inactives show at the highest dose activation (GFP accumulation), most hits filed as activators; 67,000 tested, under 10 active; AID 526; active = well fitted activation curve with a large enough effect, not every such curve was filed as active; inconclusive = small, poorly fitted or top-dose-only effect, or another doubt; inactive = no such curve, though single readings can be large or run the other way; note: potency is the fitted concentration of half-maximal effect
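GFP accumulation read-out: laser plate cytometry counting ubiquitin(G76V)-GFP-expressing U2OS cells after 4 hr compound exposure at 37 °C. Titrations spanned 46 uM to 2.9 nM; 0% = basal, 100% = 10 uM MG-132; concentration-response curves fitted.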
4-MU autofl – 4-MU region autofluorescence; actives 11% (n = 59,000); compound autofluorescence, 340/450 nm, 4-MU equivalents; active compounds read high; AID 589; max dye-equivalent concentration, M; in the data active = max dye-equivalent concentration above about 10 nM; inconclusive = mostly about 1.1 nM to 9.6 nM
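Intrinsic fluorescence at 340/450 nm (ex/em) was read after 15 min at room temperature in pH 8.0, 100 mM Tris. Each compound concentration expressed as 4-MU-equivalent concentration from a six-point 4-MU standard series on each plate.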
Hsp90 Hop PPI – changes Hsp90-Hop TPR2A binding signal, up or down. actives 0.44% (n = 71,000). Potency, µM (titrated, usually from 57 µM), without a hit: at the highest dose activity change, negative = inhibition. AlphaScreen TPR2A-His6 binding biotin-Hsp90 C-terminal peptide. AID 595; active = well fitted curve in either direction with a large enough effect; inconclusive = small, poorly fitted or top-dose-only effect, or another doubt; note: potency is the fitted concentration of half-maximal effect; % is set by controls: 0 for no effect and ±100 for the full control effect; many of its hits are not listed in these tables
HBB splice mod – hemoglobin beta splicing modulation; AID 925; actives 0.06% (n = 65,000); HBB splicing reporter cell assay, activation; EGFP reporter with mutant IVS2-654 intron; response scale: normalised to 500 nM splice-correcting PNA; Potency, µM (series often up to 46.1 µM), for the others: at the top dose activation, usual class: activators; note: potency is the fitted concentration of half-maximal effect; 0% is about no effect
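HeLa cells stably expressing EGFP interrupted by mutant beta-globin intron 2 (IVS2-654), 500/well in 2% FCS. Treated with compound for 2 days at 37C. Splicing correction scored as total well GFP intensity (488 nm excitation, 500-520 nm emission); 500 nM antisense PNA served as control.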
ALOX15 inhib – blocks human 15-lipoxygenase activity; P16050; purified 15hLO-1, xylenol orange hydroperoxide absorbance; actives 1.4% (n = 74,000); Potency, µM (titrated, usually from 57.1 µM), for inactives: at the top dose activity change, negative = inhibition, usual class: inhibitors; AID 887; note: potency is the fitted concentration of half-maximal effect; % is set by controls: 0 for no effect and ±100 for the full control effect; nearly all actives have a fitted effect of over 55% in size
Target sequence (P16050 whole entry, looked up): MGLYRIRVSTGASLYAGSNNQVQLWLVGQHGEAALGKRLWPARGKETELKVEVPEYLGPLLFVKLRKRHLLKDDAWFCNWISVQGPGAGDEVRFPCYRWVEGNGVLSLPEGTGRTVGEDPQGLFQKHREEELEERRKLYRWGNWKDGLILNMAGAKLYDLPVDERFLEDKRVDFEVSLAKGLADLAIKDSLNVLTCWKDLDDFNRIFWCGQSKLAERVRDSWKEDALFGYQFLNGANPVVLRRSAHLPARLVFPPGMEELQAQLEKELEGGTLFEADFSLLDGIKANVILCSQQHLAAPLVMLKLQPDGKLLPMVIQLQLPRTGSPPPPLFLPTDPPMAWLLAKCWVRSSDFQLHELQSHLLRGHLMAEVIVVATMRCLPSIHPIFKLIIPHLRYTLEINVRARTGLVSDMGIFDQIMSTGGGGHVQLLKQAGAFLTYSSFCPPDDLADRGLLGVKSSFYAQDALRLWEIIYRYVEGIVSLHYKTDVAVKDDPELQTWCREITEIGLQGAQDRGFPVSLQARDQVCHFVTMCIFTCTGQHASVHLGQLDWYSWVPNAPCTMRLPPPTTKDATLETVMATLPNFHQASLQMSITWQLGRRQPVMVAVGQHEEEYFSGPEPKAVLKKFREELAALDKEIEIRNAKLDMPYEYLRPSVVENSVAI
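40 nM 15hLO-1 + cpd, 15 min RT; start w/ 50 uM AA (final), 6 min RT; stop/detect w/ 200 uM XO + 300 uM Fe(II) in 50 mM H2SO4, 30 min; A573/A405. Buffer 25 mM Hepes pH 7.5, 0.01% Triton X-100. No-enzyme wells as negative control.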
TexasRed autofl – Texas Red region autofluorescence | Compound fluorescence, Texas Red channel, 547/618 nm; active compounds read high | max dye-equivalent concentration, M | actives 0.06% (n = 59,000) | AID 587; in the data active = max dye-equivalent concentration above about 10 nM; inconclusive = between about 1.1 nM and that limit
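qHTS profiling of intrinsic compound fluorescence; 100 mM Tris pH 8.0; 15 min RT; ex 547 / em 618 nm; response expressed as Texas Red dye-equivalent concentration from six-point plate standard.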
Rhodamine fluor – compound fluoresces in the rhodamine spectral region; Rhodamine-region fluorescence, 547/598 nm, Tris buffer; active compounds read high; max dye-equivalent concentration, M; actives 0.05% (n = 59,000); AID 594; in the data active = max dye-equivalent concentration above about 11 nM; inconclusive = between about 1.1 nM and that limit
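Intrinsic compound fluorescence, ex 547 / em 598 nm, CCD imager. Tris 100 mM pH 8.0; 15 min RT. Output = rhodamine dye-equivalent concentration at each compound concentration.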
HADH2 inhib – blocks human hydroxyacyl-CoA dehydrogenase type II. Potency, µM (top dose mostly 57.1 µM), for inactives: at the top dose activity change, negative = inhibition, actives largely listed as inhibitors. Q99714. AID 886. actives 3.4% (n = 73,000). recombinant HADH2, NADH fluorescence, beta-hydroxybutyryl-CoA; note: potency is the fitted concentration of half-maximal effect; % is set by controls: 0 for no effect and ±100 for the full control effect; nearly all actives have a fitted effect of over 60% in size; many of its hits are not listed in these tables
Target sequence (Q99714 whole entry, looked up, one chain of several): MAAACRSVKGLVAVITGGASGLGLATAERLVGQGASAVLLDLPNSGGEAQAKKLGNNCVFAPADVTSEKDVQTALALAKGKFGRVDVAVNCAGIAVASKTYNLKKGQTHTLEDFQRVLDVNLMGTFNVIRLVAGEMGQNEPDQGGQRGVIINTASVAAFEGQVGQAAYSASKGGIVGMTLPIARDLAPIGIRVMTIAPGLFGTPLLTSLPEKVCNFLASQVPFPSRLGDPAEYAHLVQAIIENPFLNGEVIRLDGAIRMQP
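Buffer 100 mM Tris-HCl pH 9.0/0.01% Tween-20; HADH2 20 nM; NAD+ 1 mM; beta-hydroxybutyryl-CoA 90 uM (all final). 15 min cpd preincubation, RT.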
Numbers without * were called inactive; i = inactive; ? = inconclusive; . = not tested or not shown; & = joins results of further samples; ! = a repeat was not active; [ ] = remark or other dose. Unless noted, calls come from the whole dose curve; as a rule, active = well fitted curve in the direction sought with a large enough effect; inconclusive = small, poorly fitted or top-dose-only effect, or another doubt; inactive = no such curve, though single readings can be large; an effect the other way counts as inactive or inconclusive. Only part of the results is shown; count on the stated rates, not on these rows.

Values run as follows: Rhodamine fluor, HADH2 inhib, 4-MU autofl, Fluorescein autfl, ALOX15 inhib, HBB splice mod, DNA Pol III inh, TexasRed autofl, Hsp90 Hop PPI, GFP derepression, UbGFP stabilizer
O=C(CCCCCn1c(=O)[nH]c2ccsc2c1=O)N1CCN(C2CCCCC2)CC1
    ., -2%, ., ., 2%, -1.0%, -6%, ., -1%, ., 2%
Oc1ccccc1Oc1ncc(Br)c(N2CCOCC2)n1
    i, -1%, i, ?, -25%, 0.2%, -5%, i, -2%, 3%, 13%
CCC(=O)N1c2ccc(S(=O)(=O)CCC(=O)N3CCn4c3nc3ccccc34)cc2CC1C (stereo unspecified)
    i, 7%, i, i, 0%, -3.2%, -1%, ?, 1%, 2%, -4%
COc1cc(C(=O)Nc2cccc(-c3nncn3C)c2)cc(OC)c1OC
    ., -1%, ., ., -1%, -0.1%[9.22 µM], -6%, ., -3%, -2%, -3%
O=C(c1ccc(C(=O)N2CCOCC2)nc1)N1CCOCC1
    i, 0%, i, i, 7%, -0.8%, -6%, i, -13%, 0%, -5%
FC(F)(F)c1nc(N2CCN(c3ccccc3)CC2)nc2c1CCCCC2
    i, 3%, i, i, -3%, 0.2%, 0%, i, -4%, -1%, -5%
Cc1cc(C)n2nc(SCc3nc4ccccc4[nH]3)nc2n1
    ., 5%, ., ., 5%, 0.2%, -10%, ., 0%, ., 3%
CC1(C)CC(N2CCC(=O)N(C3CC(C)(C)NC(C)(C)C3)C2)CC(C)(C)N1
    ., 5%, ., ., 5%, 0.0%[9.22 µM], -4%, ., 1%, 0%, 18%
N#C/C(=C\c1ccc(O)c(O)c1)C(=O)NCc1ccccc1
    i, 16µM*!, i, ?, ?, 1.0%, -8%&-5%, i, ?, -1%&-2%, -5%&2%
COC(=O)c1ccccc1NC(=O)CSc1nc(O)cc(=O)n1C1CCCC1
    i, -1%, i, ?, 7%, -0.7%, 2%, ?, 0%, -2%, 9%
CCOC(=O)c1cc(-c2nnc(SCC(=O)Nc3ccc(F)cc3)o2)c(C)nc1C
    i, ?, i, ?, 4%, -0.1%, -2%, i, -1%, 0%, 1%
Cc1onc(-c2ccccc2Cl)c1C(=O)Nc1cccc(-c2cn3cccnc3n2)c1
    i, i, 6.7e-07M*, i, 0%, 4.9%, -7%, i, -8%, 4%, 6%
COc1nc(NCCc2ccc(OC)c(OC)c2)nc(NC(C)(C)CO)n1
    i, -5%, i, i, -1%, -0.4%, -7%, i, 0%, -2%, -1%
COc1ccc(-c2nc3cnc(OC)nc3n(-c3ccc(OC)cc3)c2=O)cc1
    i, 47%[activator], 1.2e-08M*, i, -1%, 1.2%, -6%, i, -5%, -3%[9.22 µM], -5%
CCC(=O)Nc1nc(C)c(C(=O)N2CCCCC2)s1
    i, -2%, i, ?, -7%, -4.6%, 2%, i, 0%, -2%, 4%
CC(C)=CCC(C)(C)CNC(=O)NC1CCCCC1
    i, ., ?, i, ., ., ., i, ., -3%[20.6 µM], .
CS(=O)(=O)c1nncn1-c1ccccc1
    i, -26%, i, i, -3%, -0.3%, -4%, i, -4%, -3%, -2%
CCCc1nc(N)c(C#N)c(N)c1C#N
    i, -2%, i, i, 7%, 3.5%[0.369 µM], -1%, i, -3%, 0%, .
Cc1ccc(C)c(OCC(=O)Nc2nonc2NC(=O)COc2cc(C)ccc2C)c1
    i, ?, i, i, ?, -0.5%, 0%, i, 0%, 5%, 2%
Cc1ccc(N2CN=c3s/c(=C\c4ccccn4)c(=O)n3C2)cc1
    ., -6%[11.4 µM], ., ., 0%[11.4 µM], -1.2%[0.0738 µM], -8%[11.4 µM], ., -9%[11 µM], 0%, 9%[9.17 µM]
CCc1cc(C(N)=S)ccn1
    i, -25%, i, ?, 4%, 0.2%, -10%, i, 1%, 5%[20.6 µM], -8%[20.5 µM]
O=C(Nc1ccccc1)Nc1ccccc1
    ., -4%, ., ., -4%, -1.0%, 3%, ., 3%, ., .
O=c1/c(=C\c2ccc3c(c2)OCO3)sc2n1CCCN=2
    i, 8%, ?, i, ?, ., -1%, i, -2%, 0%, -5%
CC(=O)Nc1c(I)c(NC(C)=O)c(I)c(C(=O)O)c1I
    i, ., i, i, ., ., ., i, ., -4%[20.6 µM], .
Cc1cc(NC(=O)CSc2nnc(-c3ccc(Cl)s3)o2)no1
    i, -29%, i, ?, 20%, -2.9%, 1%, ?, ?, 2%, -6%
Clc1ccccc1Cn1nnc2c(NCCN3CCOCC3)ncnc21
    i, 13%, i, i, 5%, ., -3%, i, -2%, 1%, 0%
O=C(COC(=O)c1cccs1)c1ccccc1
    i, -19%, i, ?, 8%, -1.6%, 3%, i, 1%, -1%, -2%
CC1CCN(c2ccc(C(=O)NCCc3ccccc3)cn2)CC1
    i, -4%, i, i, -8%, ., -6%, i, 1%, 0%, 1%
CC(C)(C)c1nnc2sc(SCC(=O)c3ccccc3)nn2c1=O
    i, ., i, i, ., ., ., ?, ., 3%[20.6 µM], .
O=C1N(S(=O)(=O)c2ccccc2F)C(=O)C2(CCCC2)N1S(=O)(=O)c1ccccc1F
    i, -1%, i, i, 3%, -0.4%[57.5 µM], -2%, ?, -2%, 0%, -1%

In a second layout: results already given.
SMILES: CCCc1nc(N)c(C#N)c(N)c1C#N
  Rhodamine fluor: i | HADH2 inhib: -2% | 4-MU autofl: i | Fluorescein autfl: i | ALOX15 inhib: 7% | HBB splice mod: 3.5%[0.369 µM] | DNA Pol III inh: -1% | TexasRed autofl: i | Hsp90 Hop PPI: -3% | GFP derepression: 0% | UbGFP stabilizer: .
SMILES: Cc1ccc(C)c(OCC(=O)Nc2nonc2NC(=O)COc2cc(C)ccc2C)c1
  Rhodamine fluor: i | HADH2 inhib: ? | 4-MU autofl: i | Fluorescein autfl: i | ALOX15 inhib: ? | HBB splice mod: -0.5% | DNA Pol III inh: 0% | TexasRed autofl: i | Hsp90 Hop PPI: 0% | GFP derepression: 5% | UbGFP stabilizer: 2%

New compounds follow.
Values run as follows: Rhodamine fluor, HADH2 inhib, 4-MU autofl, Fluorescein autfl, ALOX15 inhib, HBB splice mod, DNA Pol III inh, TexasRed autofl, Hsp90 Hop PPI, GFP derepression, UbGFP stabilizer
NCC(O)COc1ccc2c(c1)OCO2 (stereo unspecified)
    i, 13%, i, i, 7%, 0.6%, 2%, i, -8%, 0%, 2%
O=C(C1CC1)N1CCc2cc(S(=O)(=O)NC3CCN(Cc4ccccc4)CC3)ccc21
    i, 0%, i, i, -3%, -2.3%, 0%, i, 0%, 0%, 5%
O=C(Nc1nc(=O)c2ccccc2s1)c1ccccc1
    i, ., i, i, ., ., ., i, ., -2%[20.6 µM], .
COc1cccc(C(=O)NCc2n[nH]c(=S)n2-c2cccc(C)c2)c1
    i, -7%, i, i, 2%, 0.9%, 4%, i, -2%, 2%, -4%
C=CCn1c(SC(C)C(=O)NCc2ccc3c(c2)OCO3)nnc1C1CCCCC1 (stereo unspecified)
    i, 1%, i, i, -4%, -0.2%[57.5 µM], -4%, i, 5%, 2%, 1%
COc1ccccc1CNc1ncncc1-c1cccnc1
    i, ?, i, i, ?, -0.1%, -6%, i, -3%, 0%[9.22 µM], 3%
COc1ccc(CN2CCN(C(=O)c3cccnc3)CC2)cc1Br
    i, -8%, i, i, -2%, ., -2%, ?, -1%, -1%, -3%
COc1ccc(C2(C(=O)NCCCN(C)C)CCOCC2)cc1
    ., 7%, ., ., 10%, 0.4%, -3%, ., -1%, 0%, -3%
COCCn1c(C)cc(C(=O)COc2nc3ccccc3nc2C)c1C
    i, 1%, i, ?, 12%, -5.8%, -8%, i, -2%, -1%, -4%

Quoted from the listing:
COc1ccccc1CNc1ncncc1-c1cccnc1 in GFP derepression has 0%[9.22 µM]
NCC(O)COc1ccc2c(c1)OCO2 (stereo unspecified) in Hsp90 Hop PPI has -8%
C=CCn1c(SC(C)C(=O)NCc2ccc3c(c2)OCO3)nnc1C1CCCCC1 (stereo unspecified) in ALOX15 inhib has -4%
COc1ccc(CN2CCN(C(=O)c3cccnc3)CC2)cc1Br in ALOX15 inhib has -2%
